# ELG1 genotoxic: induces genotoxicity in HEK293T cells with luciferase-tagged ELG1; actives 1.3% (n = 330,000); AID 504466; Potency, µM (doses to about 46 µM), for the others: at the top dose activity change, positive = activation, usual class: activators; HEK293T ELG1-luciferase reporter, luminescence, 16 h; note: potency is the fitted concentration of half-maximal effect; % of control where 0% means no effect; nearly all actives have a fitted effect of over 60% in size
#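 ELG1-luciferase HEK293T cells, 2,000/well; compound pinned in; 16 hr, 37 °C, 5% CO2; ONE-Glo, 30 min RT; luminescence on CCD imager.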
# Giardia kill: kills Giardia lamblia; Giardia lamblia trophozoite viability; activity change, % at 7.66 µM, hits read low; actives 0.15% (n = 340,000); AID 540267; in the data active = activity change below about -80%; inconclusive = between about -30% and that limit;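 note: parasites exposed to compound for two days anaerobically before the ATP read; % is set by controls: 0 for no effect and ±100 for the full control effect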
#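 Giardia trophozoites, 100 cells per well, were exposed to compounds for 48 hrs at 37 deg C under anaerobic conditions; viability was then read as ATP content by bioluminescence after 15-30 min at room temperature.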
# FLuc counter: firefly luciferase modulation, counter-screen for miR-21 project; actives 6.9% (n = 360,000); purified FLuc, Km substrates, luminescence inhibition; P08659; Potency, µM (doses to about 57.5 µM), inactives show at the highest dose activity change, negative = inhibition, usual class: inhibitors;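 note: potency is the fitted concentration of half-maximal effect; plate controls were vehicle for no effect and reference inhibitor for full effect; nearly all actives have a fitted effect of over 55% in size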
#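 Purified P. pyralis luciferase (10nM final) with 10uM D-luciferin and 10uM ATP (Km levels) in 50mM Tris acetate pH 7.5, 10mM Mg acetate, 0.01% Tween-20, 0.05% BSA; qHTS 6-point titration, ~60 µM downward; luminescence read.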
# p53 reactivator: restores transcriptional activity of mutant p53 | Potency, µM (doses to about 92.2 µM), for the others: at the highest dose activity change, positive = activation, actives largely listed as activators | actives 0.063% (n = 320,000) | H1299 p53-A138V BP100-luciferase reporter, luminescence, 24 h | AID 504706; note: potency is the fitted concentration of half-maximal effect; % of control where 0% means no effect; nearly all actives have a fitted effect of over 45% in size
#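 H1299 (p53-null), stable ts p53-A138V + BP100-Luc; 1000 cells/well, Opti-MEM/10% FBS; cpd 4 pt, 1:5; 24 h, 37 deg C, 5% CO2; detection reagent 10 min RT; luminescence.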
# Rab9 prom act: activators of Rab9 promoter; Huh7 Rab9 promoter-luciferase reporter, luminescence, 24 h; Potency, µM (highest dose often 9.22 µM), without a hit: top-dose activation, negative = inhibition, usual class: activators; actives 2.8% (n = 320,000); note: potency is the fitted concentration of half-maximal effect; % of control where 0% means no effect; nearly all actives have a fitted effect of over 60% in size
#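 Using Huh7 cells stably transfected with Rab9 promoter–luciferase, compounds were incubated 24 h at 37 °C, 5% CO2; luciferase luminescence was read 10 min after reagent addition.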
# RORg inh: inhibitors of mouse ROR gamma transcriptional activity. P51450. Drosophila S2 Gal4-RORgamma UAS-luciferase reporter, 20 h. Potency, µM (highest dose often 53.6 µM), for the others: top-dose activity change, negative = inhibition, actives largely listed as inhibitors. actives 5.4% (n = 310,000). AID 2551; note: potency is the fitted concentration of half-maximal effect; % is set by controls: 0 for no effect and ±100 for the full control effect; nearly all actives have a fitted effect of over 60% in size
# Target sequence (P51450 whole entry, looked up, the tested form may be a part): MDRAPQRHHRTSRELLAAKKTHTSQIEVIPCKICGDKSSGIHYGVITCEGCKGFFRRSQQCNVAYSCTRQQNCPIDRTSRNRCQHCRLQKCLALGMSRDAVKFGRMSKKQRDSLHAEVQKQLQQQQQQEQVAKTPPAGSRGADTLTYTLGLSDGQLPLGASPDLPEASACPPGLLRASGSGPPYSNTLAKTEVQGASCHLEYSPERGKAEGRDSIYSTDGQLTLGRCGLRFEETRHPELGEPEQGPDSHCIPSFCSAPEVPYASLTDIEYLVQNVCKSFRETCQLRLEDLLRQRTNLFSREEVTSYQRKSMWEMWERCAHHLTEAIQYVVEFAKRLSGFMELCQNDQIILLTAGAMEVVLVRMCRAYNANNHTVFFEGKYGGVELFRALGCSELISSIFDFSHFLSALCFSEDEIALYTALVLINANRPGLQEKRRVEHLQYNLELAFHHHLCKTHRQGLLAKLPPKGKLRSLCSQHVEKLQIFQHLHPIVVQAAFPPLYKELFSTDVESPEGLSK
#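 Drosophila S2 cells stably expressing Gal4-DBD/mouse RORγ fusion under metallothionein promoter plus UAS-luciferase; compound 1 h, then 700 uM CuSO4 induction for 20 h at ambient temperature; inhibition read as reduced luminescence.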
# VP16 counter: Gal4-VP16 reporter inhibition counter-screen; actives 3.5% (n = 310,000); AID 2546; Potency, µM (top dose mostly 53.6 µM), for inactives: at the highest dose activity, negative = inhibition, usual class: inhibitors; Drosophila S2 Gal4-VP16 UAS-luciferase, luminescence, 20 h;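 note: Gal4-VP16 expression switched on by copper sulfate through the metallothionein promoter; potency is the fitted concentration of half-maximal effect; % is set by controls: 0 for no effect and ±100 for the full control effect; nearly all actives have a fitted effect of over 50% in size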
# Menin MLL FP TR: inhibitors of human menin-MLL interaction, mutant MLL peptide; O00255; Menin + Texas Red MLL mutant peptide, fluorescence polarization; Potency, µM (top dose mostly 61.6 µM), without a hit: at the highest dose FP activity change, negative = inhibition, actives largely listed as inhibitors; actives 0.23% (n = 270,000); active = well fitted inhibition curve with a large enough effect in the polarisation, with a control signal flat, not every such curve was filed as active; inconclusive = small, poorly fitted or top-dose-only effect, or effect the other way, or a change in a side signal; inactive = no such curve, though single readings can be large or run the other way; the % refers to the polarisation; note: potency is the fitted concentration of half-maximal effect; % of control where 0% means no effect; many of its hits are not listed in these tables
# BRCA1 expr up: BRCA1 expression activation; MCF7-BRCA1-FFLuc reporter, luminescence, 48 h; response scale: scaled: vehicle 0%, 10 µM genistein 100%; AID 624202; Potency, µM (top dose mostly 46.1 µM), inactives show at the highest dose activation, actives largely listed as activators; actives 1.1% (n = 380,000); note: potency is the fitted concentration of half-maximal effect; nearly all actives have a fitted effect of over 80% in size; some results filed as inactive show a strong effect at the top dose
#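 Using MCF7 cells harboring a BRCA1 firefly luciferase reporter, plated 2 h before compound pinning, the screen measured luminescence after 48 h incubation. Responses were normalized to DMSO and 10 microM genistein, then fitted for concentration-effect.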
# NPC1 prom act: activates the NPC1 promoter; Huh7 NPC1 promoter luciferase reporter, 24 h; Potency, µM (highest dose often 9.22 µM), for the others: top-dose activation, actives largely listed as activators; actives 2.4% (n = 320,000); AID 485313;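 note: potency is the fitted concentration of half-maximal effect; % of control where 0% means no effect; nearly all actives have a fitted effect of over 60% in size; reporter is driven by a mutant NPC1 promoter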
#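 Cells: Huh7 expressing luciferase under the NPC1 promoter, 1500/well. Seeded 2 h, compound added, incubated 24 h at 37 °C. Luciferase reagent, 10 min ambient, then luminescence.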
# PKM2 act: activators of human pyruvate kinase M2. P14618. purified PKM2, Kinase-Glo ATP luminescence, activation; response scale: 0% is enzyme alone, no compound. Potency, µM (doses to about 57.5 µM), without a hit: at the highest dose activation, hits mostly activators. actives 0.34% (n = 260,000). AID 1631; note: potency is the fitted concentration of half-maximal effect; % is set by controls: 0 for no effect and ±100 for the full control effect; nearly all actives have a fitted effect of over 55% in size
# Target sequence (P14618 whole entry, looked up): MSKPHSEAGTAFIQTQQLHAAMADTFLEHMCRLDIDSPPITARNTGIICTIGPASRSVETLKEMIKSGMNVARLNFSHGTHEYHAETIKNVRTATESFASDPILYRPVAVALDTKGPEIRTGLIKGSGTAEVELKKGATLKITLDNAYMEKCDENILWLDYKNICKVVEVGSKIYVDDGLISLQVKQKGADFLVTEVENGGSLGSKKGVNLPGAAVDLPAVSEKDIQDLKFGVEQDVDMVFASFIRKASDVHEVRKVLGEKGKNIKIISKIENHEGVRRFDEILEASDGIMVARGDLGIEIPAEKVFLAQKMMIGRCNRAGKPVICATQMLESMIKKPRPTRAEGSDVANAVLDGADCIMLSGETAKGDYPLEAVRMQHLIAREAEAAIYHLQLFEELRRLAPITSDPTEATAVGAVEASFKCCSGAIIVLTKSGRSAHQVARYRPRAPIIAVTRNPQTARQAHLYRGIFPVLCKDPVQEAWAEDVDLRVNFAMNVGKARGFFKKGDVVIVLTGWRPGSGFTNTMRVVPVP
#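 Purified hPK-M2 (>95% pure) converted ADP (0.1 mM final) to ATP with 0.5 mM PEP in 50 mM imidazole pH7.2, KCl, MgCl2, Tween 20, BSA; 1 h at room temperature. ATP detected by Kinase-Glo luminescence.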
# * hit, by the source's call; ? = inconclusive; · = not tested or not shown; [ ] = dose if it differs, or a comment. Unless noted, calls come from the whole dose curve; as a rule, active = well fitted curve in the direction sought with a large enough effect; inconclusive = small, poorly fitted or top-dose-only effect, or another doubt; inactive = no such curve, though single readings can be large; an effect the other way counts as inactive or inconclusive. An excerpt; the hit share may differ from the screen's.
item	Structure	ELG1 genotoxic	Giardia kill	FLuc counter	p53 reactivator	Rab9 prom act	RORg inh	VP16 counter	Menin MLL FP TR	BRCA1 expr up	NPC1 prom act	PKM2 act
1	COc1ccc(C(=O)C2CCCN(Cc3cn[nH]c3-c3ccccc3)C2)cc1OC (configuration not stated)	-2%	9	1%	3%	-13%	26%	2%	5%	0%	0%	-3%
2	CC(NC(=O)c1ccc(F)cc1)c1ccc2c(c1)CCCC2 (configuration not stated)	-2%	17	-1%	-13%	-2%	34%	9%	?	-25%	0%	0%
3	Cc1cc(C)nc(SCCCn2c(=O)[nH]c3ccccc32)n1	2%	0	1%	-6%	-4%	5%	-3%	-7%	3%	-7%	0%
4	C/C(N)=C(/C#N)C(=O)CSc1nn(-c2ccc(Cl)cc2)c(=S)s1	6%	0	?	?	?	?	?	?	?	17%	·
5	CNC[C@H](CC1CCCCC1)NC[C@H](Cc1ccccc1)NCCC12CC3CC(CC(C3)C1)C2	-9%	-11	4%	-7%	-3%	20µM*	?	·	-82%	4%	-1%
6	CC1(C)CC(=O)c2c(nc3ccccc3c2N)C1	-5%	-9	-2%	-4%	-2%	-9%	?	2%	14%	-4%	-10%
7	CCOc1cc([N+](=O)[O-])cc2c1C(=O)Nc1ccccc1O2	0%	9	-8%	0%	-4%	8%	0%	19%	-16%	-3%	4%
8	O=C(CCc1ccccc1)Nc1ccnn1C1CCN(Cc2ncc[nH]2)CC1	4%	-11	2%	2%	-1%	0%	-2%	·	-12%	-7%	·
9	O=C(CSc1nccn1-c1ccccc1)c1ccc(Br)cc1	-5%	3	-17%	1%	20%	?	-2%	·	?	10%	-10%
10	COc1ccc(NS(=O)(=O)c2ccc(NC(=O)C(CCSC)NC(N)=O)cc2)cc1 (configuration not stated)	-1%	2	1%	-4%	-1%	2%	-1%	·	5%	-4%	0%
11	Cc1ccc(-c2nnc(Nc3ccc(C(N)=O)cc3)c3ccccc23)cc1S(=O)(=O)NCC1CCCO1 (configuration not stated)	-2%	0	?	-16%	-2%	59%	22%	-1%	-20%	-5%	6%
12	O=C(CN1C(=O)C2CCCCC2C1=O)OCn1nnc2ccccc2c1=O (configuration not stated)	0%	-5	3%	5%	-5%	31%	3%	-12%	-7%	0%	4%
13	C=CCc1cc(C=O)cc(OC)c1OCc1ccc(Cl)cc1	0%	6	-1%	5%	0%	-16%	-1%	-17%	-42%	-4%	-2%
14	O=C(NCC(c1cccs1)N1CCOCC1)c1ccccc1NS(=O)(=O)c1cc([N+](=O)[O-])ccc1Cl (configuration not stated)	-11%	5	4%	4%	-5%	?	?	?	-20%	-3%	-9%
15	N/C(=N\OC(=O)COc1ccc(Cl)cc1Cl)c1ccccn1	1.2µM*	13	0.76µM*	4%	0.71µM*	10µM*	?	6%	?	0.79µM*	-11%
16	CC(C)(C)NC(=O)Cn1nnc(-c2ccccc2Cl)n1	?	6	?	10%	?	27%	?	8%	13µM*	4µM*	8%
17	Cn1nnnc1SCc1cc(=O)n2ccsc2n1	0%	6	-1%	6%	-3%	-12%	2%	-3%	-4%	-2%	15%
18	COc1ccc(N(C(=O)C2CSC(=O)C2)C(C(=O)NC(C)(C)C)c2ccncc2)cc1 (configuration not stated)	-1%	20	1%	0%	-5%	0%	6%	-10%	1%	-10%	-3%
19	NC(=O)CSc1nccn1Cc1ccc2c(c1)OCO2	1%	-16	-1%	-1%	3%	12%	2%	-7%	10%	0%	-2%
20	CCn1c(/C=C/N(C(C)=O)c2ccccc2)[n+](CC)c2ccc(Cl)cc21	-13%	-26	0%	4%	-6%	-14%	-17%	-17%	-43%	-4%	3%
21	Cc1ccc(C(c2sc3ncnn3c2O)N2CC(C)CC(C)C2)cc1 (configuration not stated)	-2%	12	7%	20%	2%	-14%	-2%	-1%	-13%	1%	0%
22	CCOc1ncccc1C(=O)NCc1ccccc1	-1%	·	-1%	0%	-1%	7%	-5%	6%	·	-1%	1%
23	CC(C)N(C(=O)Cn1c(Cl)nc2ccccc21)C(C)C	-1%	-4	0%	-2%	-5%	-1%	6%	-3%	0%	-1%	-29%
24	COc1ccc(-c2cc(C(=O)Nc3ccccc3N3CCOCC3)c3ccccc3n2)cc1OC	-18%	9	?	-4%	2%	25%	-1%	9%	-42%	-7%	-3%
25	C=CCNC(=S)NNC(=O)c1csc(CC)c1	0%	-4	-9%	?	29%	-40%	-20%	-2%	5%	2%	4%
26	COc1ccc(OC)c2sc(NC(=O)C3=COCCO3)nc12	11%	-27	-17%	1%	12%	-3%	3%	2%[11.7 µM]	-10%	-2%	-33%
27	CCN1C(=O)C(O)(C2COC(C)(C)CC2=O)c2cc(Br)ccc21 (configuration not stated)	4%	11	1%	19%	-1%	17%	-5%	-21%	-89%[inhibitor]	-2%	10%
28	CCOC(=O)c1[nH]c(C(=O)O)c(CCN(CC)CC)c1C	2%	2	5%	-7%	-5%	10%	-1%	-22%	0%	-1%	4%
29	NC(=O)NC(=O)COC(=O)CCCc1c[nH]c2ccccc12	2%	-4	-2%	0%	3%	3%	-11%	0%	21%	-1%	1%
30	O=C(Cc1ccc(F)cc1)N1CCN(c2ccc(F)cc2)CC1	-6%	-9	1%	1%	-3%	13%	10%	-9%	0%	-2%	-2%
31	N#Cc1ccccc1-n1c(N)c(C(=O)N2CCCC2)sc1=S	0%	-3	-18%	0%	-4%	4%	0%	3%	-63%	-2%	-6%
32	O=C(NCCO)c1nc2ccccc2s1	9%	-9	?	26%	1%	-14%	-1%	-6%	1%	3%	-1%
33	COc1ccc(NC(=O)Nc2ccccc2OC)cc1	9.2µM*	9	8.5µM*	?	?	-3%	-4%	16%	14µM*	?	-29%
34	Cc1ccc(NC(=O)c2ccc(CSc3nnc(C)s3)cc2)c(C)c1	5%	-20	13µM*	4%	?	35%	-27%	23%	?	?	0%
35	Cc1cc(C)c2oc(C(=O)Nc3ccc(S(=O)(=O)N4CCCC(C)C4)cc3)cc(=O)c2c1 (configuration not stated)	-6%	-6	-1%	5%	-3%	26%	-5%	-10%	1%	-9%	6%
36	Cc1ccc(NC(=O)CN(C)C(=O)c2sc3cc(Cl)ccc3c2Cl)cc1	11%	-5	1%	0%	4%	·	·	·	-10%	-3%	·

# Quoted at random: three entries already listed
item	Structure	ELG1 genotoxic	Giardia kill	FLuc counter	p53 reactivator	Rab9 prom act	RORg inh	VP16 counter	Menin MLL FP TR	BRCA1 expr up	NPC1 prom act	PKM2 act
25	C=CCNC(=S)NNC(=O)c1csc(CC)c1	0%	-4	-9%	?	29%	-40%	-20%	-2%	5%	2%	4%
29	NC(=O)NC(=O)COC(=O)CCCc1c[nH]c2ccccc12	2%	-4	-2%	0%	3%	3%	-11%	0%	21%	-1%	1%
32	O=C(NCCO)c1nc2ccccc2s1	9%	-9	?	26%	1%	-14%	-1%	-6%	1%	3%	-1%

# Rab9 prom act: entries above that show a hit
no. | mol | p53 reactivator | Rab9 prom act | RORg inh | Menin MLL FP TR | PKM2 act
15 | N/C(=N\OC(=O)COc1ccc(Cl)cc1Cl)c1ccccn1 | 4% | 0.71µM* | 10µM* | 6% | -11%

# Next section.
item	Structure	ELG1 genotoxic	Giardia kill	FLuc counter	p53 reactivator	Rab9 prom act	RORg inh	VP16 counter	Menin MLL FP TR	BRCA1 expr up	NPC1 prom act	PKM2 act
37	COc1ccc(S(=O)(=O)N(C)CC(=O)O)c2ccccc12	-1%	-7	-3%[2.3 µM]	0%	-3%	-16%	2%	-20%	3%	-1%	-2%
38	Cc1[nH]nc(SCC(=O)NC2CCCC2)c1[N+](=O)[O-]	23%	?	?	21%	0%	1%	9%	12%	-3%	-3%	2%
39	C=CCNC(=O)c1onc(CS(=O)(=O)c2cc(C)cc(C)c2)c1C(=O)NCC=C	0%	-4	-2%	-8%	2%	·	·	·	-8%	-1%	·
40	COc1cc(CN2CCCC(C(=O)Nc3cccc(-n4cccn4)c3)C2)ccc1F (configuration not stated)	-14%	8	2%	-11%	0%	-1%	-9%	·	-22%	-1%	0%
